Screens deposited in PubChem by Sanford-Burnham Center for Chemical Genomics.
SENP1 FRET inh – SENP1 (human) catalytic domain inhibition; inhibition, % at 10 µM; AID 624204; recombinant SENP1 catalytic domain, CyPet-SUMO1-YPet FRET cleavage; hit rate 0.21% among 360,000; Q9P0U3;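 active means inhibition at least 30% at 10 µM, raw YFP signal under a set limit, fluorescence ratio 0.5 to 1.5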;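 further: 0% = enzyme with DMSO and 100% = no enzyme wells; some results filed as inactive read as strong as hits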
Target sequence (Q9P0U3 419-644 limits assumed): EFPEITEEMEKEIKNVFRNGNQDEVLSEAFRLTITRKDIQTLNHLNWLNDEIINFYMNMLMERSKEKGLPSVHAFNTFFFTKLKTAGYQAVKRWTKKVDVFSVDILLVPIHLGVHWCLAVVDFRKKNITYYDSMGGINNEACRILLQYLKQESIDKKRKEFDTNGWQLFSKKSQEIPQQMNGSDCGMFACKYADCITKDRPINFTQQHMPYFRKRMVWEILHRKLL
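Test system: recombinant human SENP1 catalytic domain, His6-tagged / Medium: pH 8 Tris buffer with EDTA, NaCl, BME, BSA, NP40, catalase / Also added: SUMO1 FRET substrate flanked by Cypet and Ypet, 25 nM / Times: 50 min reaction at room temperature / Signal: FRET, CFP and YFP emission / Control set: no-enzyme low control and enzyme-plus-DMSO high control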
SENP7 block – inhibitors of human SENP7 protease; Q9BQF6; recombinant SENP7, Z-RLRGG-aminoluciferin luminescence, 40 min; inhibition, % at 5 µM; hit rate 1.5% among 330,000; AID 434973;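 active means inhibition above about 50% at the single test dose, limit read from the data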;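 further: plate controls were DMSO with enzyme for no effect and no enzyme buffer wells for full effect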
Target sequence (Q9BQF6 706-1050 limits assumed): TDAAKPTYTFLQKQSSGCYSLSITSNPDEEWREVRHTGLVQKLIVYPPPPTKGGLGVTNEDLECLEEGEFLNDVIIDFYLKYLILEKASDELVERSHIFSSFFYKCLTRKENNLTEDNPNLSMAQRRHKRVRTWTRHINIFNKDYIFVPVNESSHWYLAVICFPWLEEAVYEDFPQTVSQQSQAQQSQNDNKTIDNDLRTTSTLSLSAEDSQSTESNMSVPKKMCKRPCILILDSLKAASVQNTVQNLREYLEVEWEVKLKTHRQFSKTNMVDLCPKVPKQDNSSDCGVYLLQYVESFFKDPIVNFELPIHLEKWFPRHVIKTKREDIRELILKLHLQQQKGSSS
SENP6 block – blocks the human protease SENP6 | Q9GZR1 | hit rate 1.8% among 330,000 | Recombinant SENP6 catalytic domain, aminoluciferin luminescence | inhibition, % at 10 µM;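 active means inhibition above about 50% at the single tested dose, limit read from the data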;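 further: plate controls were DMSO wells with enzyme for no effect and DMSO wells lacking enzyme for full effect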
SENP8 block-1 – blocks human SENP8 cleavage of Nedd8 substrate; Q96LD8; recombinant SENP8, Nedd8 substrate fluorescence; inhibition, % at 20 µM; hit rate 0.64% among 360,000; AID 602440; in the data active means inhibition mostly above about 40%, no sharp cut-off; inactive means mostly below about 27%
Target sequence (Q96LD8 whole entry, looked up): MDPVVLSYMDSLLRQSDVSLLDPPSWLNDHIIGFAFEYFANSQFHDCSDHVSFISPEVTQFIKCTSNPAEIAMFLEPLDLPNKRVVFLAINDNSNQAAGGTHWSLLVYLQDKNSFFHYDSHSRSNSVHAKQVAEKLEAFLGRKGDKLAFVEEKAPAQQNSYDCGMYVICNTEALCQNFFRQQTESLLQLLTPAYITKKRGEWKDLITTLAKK
Apaf-1 inh – blocks human Apaf-1 apoptosome activity. O14727. inhibition, % at 20 µM. hit rate 0.71% among 330,000. reconstituted apoptosome caspase-3 activity, DEVD-Rh110 fluorescence. AID 489030; active means inhibition of at least 40% at 20 µM;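 further: plate controls were DMSO wells for no effect and DEVD-CHO caspase inhibitor wells for full effect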
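System: reconstituted apoptosome with Apaf-1, cytochrome c, caspase-9, procaspase-3, dATP; Signal: Rh110 fluorescence intensity; Schedule: 30 min compound preincubation, 50 min activation, room temperature; Reagent: cytochrome c trigger plus (Z-DEVD)2-Rh110 caspase-3 substrate.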
HKDC1 inh – HKDC1 (human) hexokinase inhibition | recombinant HKDC1, G6PDH/diaphorase resazurin coupled fluorescence | inhibition, % at 20 µM | hit rate 0.16% among 340,000 | AID 493160;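 active means inhibition above about 35% when tested at 20 µM, limit read from the data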;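 further: plate controls were DMSO wells with enzyme for no effect and DMSO wells lacking enzyme for full effect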
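Assay system: recombinant HKDC1 hexokinase; detection: coupled resazurin fluorescence, excitation 525 nm, emission 613 nm; benchmarks: DMSO-plus-enzyme-mix negative control, buffer-substituted positive control; compound dosing: single 20 µM dose; schedule: 90 min at room temperature in dark; also added: glucose plus 1 mM ATP as hexokinase substrates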
SENP8 block-2 – blocks the human protease SENP8 | purified SENP8, Z-RLRGG-aminoluciferin cleavage, luminescence | inhibition, % at 10 µM | hit rate 1.2% among 330,000 | AID 2540; in the data active means inhibition above about 50%
PfG6PD inh – PfG6PD (Plasmodium falciparum) enzyme inhibition. PfGluPho enzyme, NADPH resazurin-diaphorase fluorescence. inhibition, % at 20 µM. hit rate 0.78% among 350,000. AID 504690;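 active means inhibition reaching at least a set limit at 20 µM in the primary screen, cut at about 59% in these data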;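 further: 0% = DMSO wells with substrate and 100% = DMSO wells lacking glucose-6-phosphate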
The depositor's hits bear a star; · = no result given.

cpd	mol	SENP1 FRET inh	SENP7 block	SENP6 block	SENP8 block-1	Apaf-1 inh	HKDC1 inh	SENP8 block-2	PfG6PD inh
1	CCN(CC)S(=O)(=O)c1ccc(OC)c(NC(=O)CSc2ccccc2)c1	0	-1	-9	21	2	-3	-4	15
2	Cc1cccc(N2CCN(S(=O)(=O)c3c(C)nc4scc(C)n4c3=O)CC2C)c1 (stereo unspecified)	1	-10	-8	-54	15	0	6	2
3	CC(C)c1nnc(NC(=O)CS(=O)(=O)Cc2ccccc2)s1	1	14	-2	8	-13	-5	-3	18
4	C=CCOC(=O)C1=C(C)N=C2SCCC(=O)N2C1/C=C/c1ccccc1OC (stereo unspecified)	1	1	-8	12	7	-7	-1	-1
5	CCCCN(C)CCCNC(=O)c1ccc2c(c1)N(CC)C(=O)c1ccccc1S2=O (stereo unspecified)	2	3	-5	18	2	-1	-2	-5
6	Cc1c(C#N)c(NC(=O)C(C)C)n(Cc2ccccc2)c1C	2	-2	1	7	-6	-3	-3	5
7	CCOC(=O)C1CCN(Cc2ccc(OC)c(C)c2OC)CC1	-1	-8	-11	21	6	-7	-10	-4
8	CC(=O)Nc1ccc(-c2csc(NC(=O)c3ccc(C)o3)n2)cc1	-1	-2	3	-44	-5	12	-7	24
9	O=S(=O)(c1ccc(Cl)cc1)N1CCC(n2cccc2)CC1	2	-7	-26	14	-8	-5	-10	-13
10	CCCc1ccc(S(=O)(=O)N2CCN(C(C)C(=O)NCc3ccc(OC)cc3)CC2)cc1 (stereo unspecified)	0	1	11	12	15	-2	3	0
11	CCc1ccc(NC(=O)CCn2cccc2)cc1	-1	8	12	25	3	-2	3	-3
12	CN(C)c1ccc(/C=C/C=C2/SC(=S)N(c3ccccc3)C2=O)cc1	72*	-2	-11	11	17	-2	1	5
13	N#Cc1ccccc1NC(=O)Nc1cccc(Cl)c1	2	-29	-47	-80	0	-4	-25	-3
14	COc1ccc(NC(=O)c2ccccc2SC)cc1	0	-7	11	18	-5	0	-13	1
15	O=C(CNC(=O)c1ccc(Cl)cc1)OCC(=O)c1ccccc1	2	-10	-3	-6	4	-7	-1	-10
16	Cc1cc([N+](=O)[O-])ccc1NCc1ccccc1[N+](=O)[O-]	0	3	-9	16	6	-1	6	0
17	CS(=O)(=O)N(CC(=O)N1CCN(c2cccc(Cl)c2)CC1)c1ccccc1	-1	4	2	14	5	-3	11	-6
18	CC(C(=O)NC1CCCCCC1)n1cc([N+](=O)[O-])cn1 (stereo unspecified)	0	4	9	-3	-3	-2	-2	5
19	Cc1cc(C)cc(NC(=O)c2ccc(S(=O)(=O)NCc3cccnc3)cc2)c1	1	-6	-8	17	10	-2	-6	0
20	COc1ccc(NC(=O)c2cc(OC)c(OC)cc2OC)c(S(=O)(=O)N2CCOCC2)c1	-1	-8	-14	9	4	7	0	-8
21	COc1ccccc1CNS(=O)(=O)c1cc(C(=O)NCc2ccccn2)c(Cl)cc1Cl	2	-10	-7	-5	12	-4	-1	0
22	O=C(NN1C(=O)/C(=C/c2cc([N+](=O)[O-])ccc2O)SC1=S)c1ccccc1O	·	8	8	·	-5	·	6	·
23	COc1ccc(N2CCN(Cc3ccc(Br)s3)CC2)cc1	2	15	-19	17	-18	-11	-9	6
24	CN(C(=O)c1ccccc1-c1ncc[nH]1)C1CCCN(Cc2ccccc2F)C1 (stereo unspecified)	-1	0	-13	4	11	-5	-4	-2
25	COc1ccccc1N(CC(=O)Nc1c(C)n(C)n(-c2ccccc2)c1=O)S(=O)(=O)c1ccccc1	1	·	·	22	·	-9	·	3

Three entries already listed, arranged by the number in SENP8 block-2, largest number first.
cpd | SMILES | SENP8 block-2
17 | CS(=O)(=O)N(CC(=O)N1CCN(c2cccc(Cl)c2)CC1)c1ccccc1 | 11
8 | CC(=O)Nc1ccc(-c2csc(NC(=O)c3ccc(C)o3)n2)cc1 | -7
14 | COc1ccc(NC(=O)c2ccccc2SC)cc1 | -13

Following part
cpd	mol	SENP1 FRET inh	SENP7 block	SENP6 block	SENP8 block-1	Apaf-1 inh	HKDC1 inh	SENP8 block-2	PfG6PD inh
26	Cc1cc(Cl)c(OCCOCCN2CCC(C)CC2)c(Br)c1	2	1	8	5	-2	-10	-4	6
27	C=CCNC(=O)C(=O)c1c(-c2ccccc2)[nH]c2ccccc12	1	-4	-4	21	-2	-7	8	11
28	COC(=O)c1ccc(NC(=O)CCNS(=O)(=O)c2cccc3nonc23)cc1	2	3	6	1	2	-2	3	-19
29	CCOC(=O)c1c(S(=O)(=O)N2CCN(c3ccc(C(C)=O)cc3)CC2)c(C)n(C)c1C	3	7	-10	-120	-7	-6	-4	0
30	CC(C)CCNC(=O)C1CCCN(S(=O)(=O)c2ccc(-n3cnnn3)cc2)C1 (stereo unspecified)	0	-10	-19	5	5	-1	-7	-6
31	CCOC(=O)c1ccccc1NC(=O)CSc1nnc(COc2ccccc2C)n1C	1	-6	1	8	13	-7	0	11
32	Cc1nc2cc3c(cc2c(C)c1C(=O)OC(C)C)OCO3	-4	10	-8	-200	0	-7	1	10
33	CCOc1ccc(N=Cc2c(O)n(-c3cccc(C)n3)c(=O)c3ccccc23)cc1	-26	-1	-12	-15	27	14	2	6
34	O=C(CCN1C(=O)/C(=C/c2cccs2)SC1=S)NC1=NCCS1	-4	·	·	19	·	-8	·	-4
35	COC(=O)/C(=C\Nc1ccc(Oc2ccc(F)cc2F)nc1)NC(=O)c1ccccc1	1	2	-2	24	5	-6	-1	-3
36	CCCC(=O)C1=C(O)C(c2cccc(Oc3ccccc3)c2)CCC1=O (stereo unspecified)	0	2	12	7	1	2	-9	-9
37	O=C(CC(=O)Nc1ccccc1C(=O)O)NNC(=O)Cc1ccccc1	3	-2	-20	19	-8	-4	0	1
38	COc1ccc(N(CC(=O)NCc2ccccc2OC)S(=O)(=O)c2ccccc2)cc1	2	-6	-8	14	12	-1	-7	-7
39	CC(c1ccccc1)N(C)CC(=O)NC(=O)NCCC1=CCCCC1 (stereo unspecified)	2	-7	-1	2	13	0	-1	11
40	COc1ccc(/C=N/NC(=S)SC)cc1OC	3	-5	5	15	-8	-14	-9	1
41	CCOC(=O)c1cnn(-c2ccc(NS(=O)(=O)c3ccc(Cl)cc3)cc2)c1C(F)(F)F	0	-5	-13	10	7	0	2	-8
42	CCOc1ccc(Nc2nc(-c3sc(N)nc3C)cs2)cc1	-1	0	30	-2	-8	-12	2	34
43	Cc1ccc(S(=O)(=O)N2CCOC2CNC(=O)C(=O)NCc2ccccn2)cc1 (stereo unspecified)	2	-2	-14	13	-5	-4	0	6
44	Cc1cc(C)c(C#N)c(SC(C(=O)NC(C)(C)C)c2ccccc2)n1 (stereo unspecified)	1	-8	-35	6	4	-5	6	3
45	CCn1c(-c2cc(OC)c(OC)c(OC)c2)n[nH]c1=S	2	3	-8	-3	9	-1	5	28
46	CC1CCCN(CCCNC(=O)CN2C(=O)COc3ccccc32)C1 (stereo unspecified)	0	1	-4	0	2	-1	-7	-1
47	Cc1c(CCO)sc[n+]1CC(=O)OC12CC3CC(CC(C3)C1)C2	3	0	1	24	4	-13	-2	5
48	Cc1ccc(N2C(=O)CC(N3CCN(c4ccc(F)cc4)CC3)C2=O)c(C)c1 (stereo unspecified)	3	6	9	13	-6	2	5	3
49	Cc1nn(-c2ccc(F)cc2)c2sc(C(=O)OC3CCOC3=O)cc12 (stereo unspecified)	2	8	-9	-320	21	-2	-6	9
50	C/C(Cl)=C\Cn1c(NCCc2ccccc2)nc2c1c(=O)n(C)c(=O)n2C	0	6	-5	11	1	-4	3	10
51	Cn1nc(C(=O)NCCc2ccc3c(c2)OCCO3)c2ccccc2c1=O	1	-4	1	4	0	1	-4	-9
52	CN(Cc1ccno1)Cc1cn(Cc2ccccc2)nc1-c1ccc2c(c1)OCO2	-1	4	14	7	-6	-10	-4	2
53	Cc1ccc(N2CCN(C(=O)c3ccccc3Br)CC2)c(C)c1	3	10	-10	6	21	-2	-6	-5
54	Fc1ccccc1OCCCCn1cncn1	0	2	-16	11	-5	-3	3	-5
55	CCn1c(=S)sc2c(=O)[nH]c(C)nc21	0	-2	-12	28	5	2	-5	12
56	N#Cc1ccc(C(=O)OCC(=O)NC(=O)NCc2ccccc2)cc1	1	1	-4	-16	0	-2	4	13
57	CC(C)C(CO)N1CCN(Cc2ccccc2)CCC1=O (stereo unspecified)	0	1	5	13	2	6	-2	6
58	CN1CCN(C(=O)/C=C/c2ccc([N+](=O)[O-])o2)CC1	-4	0	-6	29	11	-1	-2	31
59	Cc1nc(S(=O)(=O)Cc2ccc(Cl)cc2)nc2c1CCC2	1	-11	-17	6	6	-8	-7	-2
60	Cc1ccc(C2=NN(CCC(=O)NCc3ccc4c(c3)OCO4)C(=O)CC2)cc1	-1	-1	3	11	1	-8	0	-6
61	O=C(c1cc(-c2ccccc2)nn1-c1ccccc1)N1CCN(S(=O)(=O)c2cccc(F)c2)CC1	0	-9	-6	3	12	2	1	1
62	CC(C)CC(C(=O)NC(C)(C)C)N(Cc1cccs1)C(=O)c1snc(C(N)=O)c1N (stereo unspecified)	-11	-10	-4	-406	16	1	-12	-2
63	Cc1ccc(NC(=S)N2CCC(NC(=O)c3ccc(F)cc3)CC2)cc1C	0	-3	2	11	9	2	5	3
64	Cc1cc(NC(=O)CSc2nnnn2-c2ccc(C)c(C)c2)no1	2	0	-9	14	12	-4	4	4
65	CC1CCN(CCCOc2ccc(Br)cc2Cl)CC1	4	0	6	19	-8	-5	-3	2
66	O=S(=O)(Nc1ccc(Br)cc1)c1cccc(NS(=O)(=O)c2cccs2)c1	0	·	·	3	·	2	·	6
67	COc1cc(/C=C/CO)cc(OC)c1O[C@@H]1O[C@H](CO)[C@@H](O)[C@H](O)[C@H]1O	-2	8	12	-21	6	1	-6	-5
